# Screens: PubChem BioAssay, National Center for Advancing Translational Sciences (NCATS)
# Gal4-VP16 FLuc – Gal4-VP16 reporter inhibition counter-screen; Drosophila S2 Gal4-VP16 UAS-luciferase, luminescence, 20 h; 3.5% of 310,000 active; Potency, µM (titrated, usually from 53.6 µM), without a hit: top-dose activity, negative = inhibition, hits mostly inhibitors;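 note: Gal4-VP16 expression switched on by copper sulfate through the metallothionein promoter; % is set by controls: 0 for no effect and ±100 for the full control effect; nearly all actives have a fitted effect of over 50% in size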
# RORgamma inh – ROR gamma (mouse) transcription inhibition | P51450 | Drosophila S2 Gal4-RORgamma UAS-luciferase reporter, 20 h | Potency, µM (top dose mostly 53.6 µM), without a hit: top-dose activity change, negative = inhibition, usual class: inhibitors | 5.4% of 310,000 active; note: % is set by controls: 0 for no effect and ±100 for the full control effect; nearly all actives have a fitted effect of over 60% in size
# Target sequence (P51450 whole entry, looked up, the tested form may be a part): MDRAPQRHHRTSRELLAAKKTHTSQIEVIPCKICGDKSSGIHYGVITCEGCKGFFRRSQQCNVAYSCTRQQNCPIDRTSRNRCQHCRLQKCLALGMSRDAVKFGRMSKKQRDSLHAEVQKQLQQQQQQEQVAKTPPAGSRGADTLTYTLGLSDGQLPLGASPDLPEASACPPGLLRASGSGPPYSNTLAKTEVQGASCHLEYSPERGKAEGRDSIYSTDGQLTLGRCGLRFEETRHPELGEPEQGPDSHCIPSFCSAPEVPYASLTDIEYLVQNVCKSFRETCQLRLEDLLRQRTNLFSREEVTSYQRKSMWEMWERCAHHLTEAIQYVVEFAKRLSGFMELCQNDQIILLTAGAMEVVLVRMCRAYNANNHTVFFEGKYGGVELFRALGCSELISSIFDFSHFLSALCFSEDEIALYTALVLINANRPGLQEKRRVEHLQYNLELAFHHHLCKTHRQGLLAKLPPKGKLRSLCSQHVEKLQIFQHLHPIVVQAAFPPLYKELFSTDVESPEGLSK
#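 A Gal4/UAS one-hybrid system in insect cells: metallothionein-promoter Gal4–ROR gamma fusion plus Photinus luciferase reporter. Copper sulfate 700 uM final, 20 hr ambient incubation, luminescent detection after 10 min with reagent.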
# Menin-MLL TR inh – displaces Texas Red mutant MLL peptide from human menin | Potency, µM (titrated, usually from 61.6 µM), for inactives: at the top dose FP activity change, negative = inhibition, usual class: inhibitors | O00255 | 0.23% of 270,000 active | Menin + Texas Red MLL mutant peptide, fluorescence polarization; active = well fitted inhibition curve with a large enough effect in the polarisation, with a control signal flat, not every such curve was filed as active; inconclusive = small, poorly fitted or top-dose-only effect, or effect the other way, or a change in a side signal; inactive = no such curve, though single readings can be large or run the other way; the % refers to the polarisation; note: % of control where 0% means no effect; many of its hits are not listed in these tables
# Starred values were filed as active, the others as inactive; ? = inconclusive; & = joins results of further samples; [ ] = another dose, or the depositor's remark. Unless noted, calls come from the whole dose curve; as a rule, active = well fitted curve in the direction sought with a large enough effect; inconclusive = small, poorly fitted or top-dose-only effect, or another doubt; inactive = no such curve, though single readings can be large; an effect the other way counts as inactive or inconclusive. Potency is the fitted concentration of half-maximal effect. Some of the compounds tested; rates above refer to the full screens.
SMILES,Gal4-VP16 FLuc,RORgamma inh,Menin-MLL TR inh
O=C1CCC[C@H]2[C@H]3CCCN4CCCC(=CN12)[C@@H]34,-4%,-5%,-9%
Nc1ncnc2c1ncn2[C@@H]1O[C@H](COP(=O)(O)OP(=O)(O)OP(=O)(O)O)[C@H]2OC3(O[C@H]21)C([N+](=O)[O-])=CC(=[N+]([O-])[O-])C=C3[N+](=O)[O-] (stereo not given in full),-2%,2%,18%
COc1cc(OC2CCN(C(C)=O)CC2)ccc1C(=O)N1CCC(N2C(=O)OCc3ccccc32)CC1,4%,22%,-10%
c1ccc(N2CCC3(CCNCC3)CC2)nc1,-7%,13%,?
CCN(CC)c1ncnc2c1ncn2[C@@H]1O[C@@H](COP(=O)(O)OP(=O)(O)C(Br)(Br)P(=O)(O)O)[C@H](O)[C@H]1O,-4%,-10%,5%[24.8 µM]
N#Cc1ccc(CN2CC3(CCNCC3)C2)cc1,10%,-2%,-3%
O=C1CCCC2[C@@H]3CCCN4CCC[C@@H](CN12)C34 (stereo not given in full),-15%,-14%,-5%[24.8 µM]
C=CC1CN2CCC1CC2C(OC(=O)OCC)c1ccnc2ccc(OC)cc12 (stereo not given),3%,-28%,-8%
O=CN1CCCCC1C1CC[C@H]2CCCCN2C1 (stereo not given in full),-13%,13%,0%[24.8 µM]
O=c1ccc2[nH]cc(C3=CCNCC3)c2[nH]1,2%,0%,14%[24.8 µM]
CC1OC(O[C@@H]2C(O)CC(O[C@@H]3C(O)C[C@@H](OC4CC[C@]5(C)[C@H](CC[C@H]6[C@@H]5CC[C@]5(C)C(C7=CC(=O)OC7)C(O)C[C@@]65O)C4)OC3C)OC2C)CC(O)C1O (stereo not given in full),-3%,2.2µM*,-12%
CC[C@]1([C@H]2O[C@@H]([C@@H]3O[C@](O)(CO)[C@@H](C)C[C@H]3C)C[C@H]2C)CC[C@@H]([C@]2(C)CC[C@@]3(C[C@@H](O)[C@@H](C)[C@@H]([C@H](C)[C@H](OC)[C@H](C)C(=O)O)O3)O2)O1,-16%[17 µM],?,-11%[24.8 µM]
CCCCC/C=C\C/C=C\C/C=C\C/C=C\CCCCCC(=O)NCCO,-14%&-11%&5%,-4%&-17%&-20%,?
NC(=O)O,0%,2%,20%
C#C[C@]1(O)CC[C@H]2[C@@H]3CCC4=CC(=O)CCC4=C3C=C[C@@]21CC,-9%,28%,18%

# Of the compounds above, these contain nitrogen in an aromatic ring.
SMILES,Gal4-VP16 FLuc,RORgamma inh,Menin-MLL TR inh
Nc1ncnc2c1ncn2[C@@H]1O[C@H](COP(=O)(O)OP(=O)(O)OP(=O)(O)O)[C@H]2OC3(O[C@H]21)C([N+](=O)[O-])=CC(=[N+]([O-])[O-])C=C3[N+](=O)[O-] (stereo not given in full),-2%,2%,18%
c1ccc(N2CCC3(CCNCC3)CC2)nc1,-7%,13%,?
CCN(CC)c1ncnc2c1ncn2[C@@H]1O[C@@H](COP(=O)(O)OP(=O)(O)C(Br)(Br)P(=O)(O)O)[C@H](O)[C@H]1O,-4%,-10%,5%[24.8 µM]
C=CC1CN2CCC1CC2C(OC(=O)OCC)c1ccnc2ccc(OC)cc12 (stereo not given),3%,-28%,-8%
O=c1ccc2[nH]cc(C3=CCNCC3)c2[nH]1,2%,0%,14%[24.8 µM]

# Next part
SMILES,Gal4-VP16 FLuc,RORgamma inh,Menin-MLL TR inh
C=CCN1C[C@H](C)N([C@H](c2ccc(C(=O)N(CC)CC)cc2)c2cccc(OC)c2)C[C@H]1C,-3%&8%,3%&20%,?
CN1CCc2cc3c(c4c2[C@H]1Cc1ccccc1-4)OCO3,-26%,-35%,-20%
COc1ccc(C[C@@H]2NC[C@H](O)[C@@H]2OC(C)=O)cc1,0.04µM*,0.32µM*,-5%[24.8 µM]
OC[C@@H]1CCCN2CCCC[C@@H]12,-3%,-15%,17%[24.8 µM]
NC[C@H](O)c1ccc(O)cc1,4%[17 µM],4%[16.9 µM],4%[24.8 µM]
CC(=O)N1CC2CC(C1)c1cccc(=O)n1C2 (stereo not given),6%,-9%,3%[24.8 µM]
CC(C)[C@]1(O)[C@@H](OC(=O)c2ccc[nH]2)[C@@]2(O)[C@@]3(C)C[C@]4(O)O[C@@]5([C@H](O)[C@@H](C)CC[C@]35O)[C@@]2(O)C41C,-1%&5%,-30%&19%,7%&-11%
Cc1noc(C)c1C(=O)N1CCC2(CCCN(CC(C)C)C2)CC1,-10%,-9%,-4%
O=C(O)C1CN(CP(=O)(O)O)CCN1 (stereo not given),-4%,-2%,-6%
O=c1[nH]c(=O)n(Cl)c(=O)n1Cl,0%,-13%[10 µM],-4%
COc1cc(-c2oc3cc(O)cc(O)c3c(=O)c2O)ccc1O,-13%&-5%,3%&8%,?
O=C1CCCC2C3CC(CN12)C1CCCCN1C3 (stereo not given),3%,-9%,-17%
CCN(CC)CCO[C@H]1CC[C@@]2(C)C(=CC[C@@H]3[C@H]2CC[C@]2(C)C(=O)CC[C@H]32)C1,-2%&-4%,0%&-7%,-19%
C#CCN1CC(=O)N(COC(=O)[C@@H]2[C@@H](C=C(C)C)C2(C)C)C1=O,1%,9%[10 µM],7%
C[C@@]12CC(c3ccoc3)OC(=O)C1CC[C@@]1(C)C2C2C=C[C@@]1(O)C(=O)O2 (stereo not given in full),-1%,16%,-15%
C[C@]12[C@H](O)CC3C(CC[C@@H]4C[C@@H](O)CC[C@]34C)[C@@]1(O)CC[C@@H]2C1=CC(=O)OC1 (stereo not given in full),-3%,-7%,5%[24.8 µM]
CCCC(C)C1(CC)C(=O)NC(=S)NC1=O (stereo not given),-6%,-10%,-7%
CCC(C)C(=O)OC1C(O)C2C(CN3CC(C)CCC3[C@]2(C)O)C2C[C@]34O[C@@]5(O)C(OC(=O)C(C)(O)C(C)O)CCC3(C)C5C(OC(C)=O)C(OC(C)=O)C4[C@@]21O (stereo not given in full),-11%,12%,4%
c1ccc(CCCCN2CCC(c3ccccc3)CC2)cc1,16%,-10%,?
COC(=O)C1=C(C)NC(C)=C(C(=O)NCCCN2CCC(c3ccccc3)(c3ccccc3)CC2)C1c1ccc([N+](=O)[O-])cc1 (stereo not given),?,?,1%
Clc1cncc(N2CCNCC2)n1,5%,2%,2%[24.8 µM]
CCN1C[C@@]2(COC)CC[C@H](OC)[C@]34[C@@H]1[C@]1(OCO[C@@]15C[C@@H](OC)C1C[C@H]3[C@H]5[C@@H]1OC)[C@H](O)[C@@H]24,2%[17 µM],1%[16.9 µM],-7%[24.8 µM]
CC(=O)CC1CCCCN1 (stereo not given),5%,-1%,-28%
O=C(Nc1cc(C(F)(F)F)cc(C(F)(F)F)c1)c1cc(Cl)ccc1O,1µM*,0.89µM*,?
CCC1CN2CCC1CC2C(Oc1cc2ccccc2c2ccccc12)c1ccnc2ccc(O)cc12 (stereo not given),-3%[10 µM],1%[10 µM],-16%[11.7 µM]
C[C@H]1[C@@H](O)[C@@H](C)/C=C\C=CCC\C=C/C=C\C=C/C=C[C@@H](O[C@H]2O[C@@H](C)[C@@H](O)[C@@H](N)[C@@H]2O)C[C@@H]2O[C@@](O)(C[C@@H](O)[C@H]2C(=O)O)C[C@@H](O)[C@@H](O)CC[C@@H](O)C[C@@H](O)C[C@@H](O)CC(=O)O[C@H]1C,-2%[17 µM],2%[16.9 µM],-7%[24.8 µM]
COc1ccccc1CN1CC[C@@]2(CCCN(C(=O)Oc3ccccc3)C2)C1,-22%,24%,-15%
c1cc[n+]2c(c1)-c1cccc[n+]1CC2,-6%,-27%,-19%
CCNC(C)Cc1cccc(C(F)(F)F)c1 (stereo not given),-9%,20%,-6%
Cc1c(O)c(O)cc2c1CC=C1[C@]3(C)CC[C@]4(C)CC[C@@](C)(C(=O)O)CC4[C@]3(C)CC[C@]12C (stereo not given in full),13µM*,?,21%
CN1CCCC(=C(c2cccs2)c2cccs2)C1,-1%,1%,-1%
N[C@@H](Cn1cc(I)c(=O)[nH]c1=O)C(=O)O,1%,4%,9%
CC(C)CN1CC2(CCN(C(=O)c3ccncc3)CC2)C1,-11%,-1%,7%
CC(=O)OC1CC[C@]2(C)C(CCC3C2CC[C@]2(C)C(C4=CC(=O)OC4)C(OC(C)=O)CC32O)C1 (stereo not given in full),-2%,?,-8%
CN1C(=O)C(O)N=C(c2ccccc2)c2cc(Cl)ccc21 (stereo not given),-1%,-35%,-4%
C=CCN,4%,-16%,2%
CCCCCCC(C)(C)c1cc(OC)c2c(c1)OC(C)(C)[C@@H]1CC=C(C)C[C@@H]21,-7%,-5%,-6%
C=CCSSCC=C,-14%,-8%,2%
CN1C2CC3CC1C(O3)C2O (stereo not given),7%,6%,19%
O=c1[nH]c2sccc2c2ccccc12,-2%,3%,-17%
COC([CH2][Hg])CNC(=O)c1ccccc1OCC(=O)O (stereo not given),4%,0%,-6%
C[C@@H](Cc1ccc(OCC(=O)O)cc1)NC[C@H](O)c1cccc(Cl)c1,3%,11%,6%[24.8 µM]
CCN1C[C@@]2(COC)CCC(OC)[C@]34C5C[C@]6(O)[C@@H](OC)C[C@](OC(C)=O)(C([C@H](OC)C23)[C@H]14)C5[C@H]6OC(=O)c1ccc(OC)cc1 (stereo not given in full),-11%,0%,9%
Cc1[nH]c2ccccc2c1CN(C)C,-2%,9%,13%
CC(C)[C@@]1(NC(=O)[C@@H]2C[C@H]3c4cccc5[nH]cc(c45)C[C@@H]3N(C)C2)O[C@]2(O)[C@H]3CCCN3C(=O)CN2C1=O,-1%[17 µM],2%[16.9 µM],6%[24.8 µM]
COC(=O)[C@@H]1[C@@H](O)[C@@]2(O)c3c(OC)cc(OC)cc3O[C@@]2(c2ccc(OC)cc2)[C@H]1c1ccccc1,0.1µM*,0.4µM*,10%[11.7 µM]
C=C1C2CCC3[C@@](CC[C@@H]4C(C(=O)O)CC(OC5OC(CO)C(OS(=O)(=O)O)C(OS(=O)(=O)O)C5OC(=O)CC(C)C)C[C@]34C)(C2)C1O (stereo not given in full),-17%,2%,-7%
C=C(C)[C@H]1[C@H]2OC(=O)[C@@H]1[C@]1(O)C[C@H]3O[C@]34C(=O)O[C@H]2[C@@]14C,1%[17 µM],1%[16.9 µM],-9%[24.8 µM]
C=CCC1(C(C)CCC)C(=O)N=C(S)NC1=O (stereo not given),-4%,10µM*,-17%
c1csc(C2(N3CCCCC3)CCCCC2)c1,-3%,0%,?
OC[C@@H](O)[C@H]1O[C@@H]2OC(C(Cl)(Cl)Cl)O[C@H]2[C@H]1O (stereo not given in full),1%,2%,-5%
COc1cc(OC)c2c(c1)OC(c1ccc(OC)c(OC)c1)C(O)C2 (stereo not given),-16%,13%,10%
CCC(C)(C)O,-3%,24%,-4%
COC(=O)C12CC3=C[C@H](CC3=O)Cc3ccccc3[C@@H]1CNC2=O (stereo not given in full),4%&-4%,-26%&4%,-12%&-17%
c1ccc(N2CC3(CCNCC3)C2)cc1,-4%,0%,0%
CC1CCC(C(C)C)C(OC(=O)c2ccccc2N)C1 (stereo not given),?,45%,-7%
CNc1ccc2oc(C[C@H]3O[C@]4(CC[C@H]3C)O[C@H]([C@H](C)C(=O)c3ccc[nH]3)[C@H](C)C[C@H]4C)nc2c1C(=O)O,-62%,?,2%[24.8 µM]
O=[N+]([O-])c1ccc(F)c([N+](=O)[O-])c1,1%,?,-3%
CC(C)C[C@H]1C(=O)N2CCC[C@@H]2[C@]2(O)O[C@](NC(=O)[C@H]3C=C4c5cccc6[nH]c(Br)c(c56)C[C@H]4N(C)C3)(C(C)C)C(=O)N12,-10%[17 µM],?,9%[24.8 µM]
COc1ccc(C(=O)c2c(C)n(CCN3CCOCC3)c3ccccc23)cc1,-7%,27%,-4%

# Single records (already shown). Values in the order: Gal4-VP16 FLuc, RORgamma inh, Menin-MLL TR inh
# Profile of CCC(C)(C)O = -3%, 24%, -4%
# Profile of COc1ccc(C(=O)c2c(C)n(CCN3CCOCC3)c3ccccc23)cc1 = -7%, 27%, -4%
# Profile of OC[C@@H](O)[C@H]1O[C@@H]2OC(C(Cl)(Cl)Cl)O[C@H]2[C@H]1O (stereo not given in full) = 1%, 2%, -5%
# Profile of CC(C)C[C@H]1C(=O)N2CCC[C@@H]2[C@]2(O)O[C@](NC(=O)[C@H]3C=C4c5cccc6[nH]c(Br)c(c56)C[C@H]4N(C)C3)(C(C)C)C(=O)N12 = -10%[17 µM], ?, 9%[24.8 µM]
# Profile of c1ccc(N2CC3(CCNCC3)C2)cc1 = -4%, 0%, 0%
